# Assay outcomes deposited in PubChem BioAssay by The Scripps Research Institute Molecular Screening Center.
# M1 ag: human M1 muscarinic receptor agonism | AID 588814 | 360,000 compounds, 0.33% hits | P11229 | CHO-K1 hM1, Fluo-8 calcium fluorescence, agonist mode; 0% DMSO, 100% acetylcholine EC100 | activation, % at 3 µM;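 active = activation above the run's mean compound activation plus 3 SD, cut at about 16% in these data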;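 also: peak over basal fluorescence ratio within a 140 s kinetic read after compound addition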
# M4 ag: CHRM4 agonism in calcium assay. P08173. CHO-K1 hM4/Gqi5, Fluo-8 calcium fluorescence; vehicle 0%, full acetylcholine response 100%. activation, % at 3 µM. 360,000 compounds, 0.14% hits. AID 624127;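 active = activation above the run mean over all test wells plus 3 SD, cut at about 32% in these data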;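 also: peak over basal fluorescence ratio per well then scaled between controls; 0% = DMSO wells and 100% = acetylcholine at EC100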
# Target sequence (P08173 whole entry, looked up): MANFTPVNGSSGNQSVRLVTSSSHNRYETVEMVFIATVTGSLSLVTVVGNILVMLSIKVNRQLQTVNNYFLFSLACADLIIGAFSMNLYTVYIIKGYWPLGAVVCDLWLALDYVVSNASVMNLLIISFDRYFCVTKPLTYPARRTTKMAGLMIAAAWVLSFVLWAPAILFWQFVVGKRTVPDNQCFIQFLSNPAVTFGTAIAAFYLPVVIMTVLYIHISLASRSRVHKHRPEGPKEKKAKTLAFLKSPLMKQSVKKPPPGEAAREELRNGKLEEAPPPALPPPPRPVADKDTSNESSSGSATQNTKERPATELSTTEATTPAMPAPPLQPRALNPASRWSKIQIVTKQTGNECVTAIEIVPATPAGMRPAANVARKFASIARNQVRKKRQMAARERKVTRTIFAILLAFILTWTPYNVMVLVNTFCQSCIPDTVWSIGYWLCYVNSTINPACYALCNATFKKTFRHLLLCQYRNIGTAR
# M4 antag: blocks acetylcholine activation of human M4 receptor. P08173. inhibition, % at 3 µM. 360,000 compounds, 0.73% hits. CHO-hM4 cells, ACh EC80, Fluo-8 calcium fluorescence;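 active = inhibition above its plate's cutoff, the mean inhibition of sample wells plus 3 SD, cut at about 27% in these data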;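 also: 0% = acetylcholine EC80 with DMSO and 100% = DMSO without agonist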
# TAAR1 ag: agonists of human TAAR1; Q96RJ0; CHO RD-HGA16 TAAR1, Fluo-8 calcium fluorescence; vehicle wells 0%, saturating PEA agonist 100%; activation, % at 3 µM; 360,000 compounds, 0.99% hits; AID 624467;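 active = activation above the mean activation of all test compounds in the run plus 3 SD, cut at about 38% in these data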
#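 Test system: RD-HGA16 (CHO) cells co-expressing Gα16 and hTAAR1 | Doses: Single dose, 3 µM | Schedule: 17-24 h seeding, 75 min 37 °C dye, 30 min RT | Evaluation: % activation from peak over basal fluorescence ratio, DMSO-to-PEA scaled | Technique: Kinetic Fluo-8 calcium fluorescence | Benchmarks: Low control DMSO, high control PEA (EC100)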
# M5 ag: CHRM5 agonism in calcium assay; 360,000 compounds, 0.19% hits; activation, % at 3 µM; CHO-K1 hM5 cells, Fluo-8 calcium fluorescence; 0% DMSO wells, 100% maximal acetylcholine response; AID 624037;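 active = activation above the run's mean over test compounds plus 3 SD, cut at about 23% in these data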;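 also: signal is peak over basal fluorescence ratio across the kinetic read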
# Target sequence (P08912 whole entry, looked up): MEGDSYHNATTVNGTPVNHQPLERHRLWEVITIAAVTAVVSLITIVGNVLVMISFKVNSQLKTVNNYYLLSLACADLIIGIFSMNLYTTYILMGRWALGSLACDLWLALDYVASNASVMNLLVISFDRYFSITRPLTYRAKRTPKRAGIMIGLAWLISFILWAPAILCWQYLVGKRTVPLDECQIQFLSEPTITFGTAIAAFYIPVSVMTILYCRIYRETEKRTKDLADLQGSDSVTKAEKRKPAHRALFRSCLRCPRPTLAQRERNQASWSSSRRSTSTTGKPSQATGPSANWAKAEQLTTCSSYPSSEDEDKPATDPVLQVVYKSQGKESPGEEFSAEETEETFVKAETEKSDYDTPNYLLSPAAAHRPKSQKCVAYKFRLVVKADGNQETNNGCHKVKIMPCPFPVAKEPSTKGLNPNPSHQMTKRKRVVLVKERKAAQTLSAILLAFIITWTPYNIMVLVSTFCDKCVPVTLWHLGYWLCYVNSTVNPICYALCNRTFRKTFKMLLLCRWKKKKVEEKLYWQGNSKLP
# M1 PAM: positive allosteric modulators of human M1 muscarinic receptor; P11229; CHO-K1 hM1, Fluo-8 calcium fluorescence, ACh EC20; 0% = ACh EC20, 100% = maximal ACh; activation, % at 3 µM; 360,000 compounds, 0.088% hits; AID 588819; in the data active = activation above about 19%, passing the limit was not always enough
# CHRM1 antagonist: blocks human M1 muscarinic receptor; P11229; CHO-K1 hM1, Fluo-8 calcium fluorescence, ACh EC80 antagonist; inhibition, % at 3 µM; 360,000 compounds, 1.3% hits; AID 588852;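 active = percent inhibition above its own plate's cutoff, namely the mean of that plate's compound wells plus 3 SD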;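 also: peak over basal fluorescence ratio during 140 s after agonist addition; 0% = ACh EC80 plus DMSO and 100% = DMSO alone without agonist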
# CHRM5 antagonist: antagonists of human muscarinic M5 receptor (CHRM5). CHO-hM5 cells, Fluo-8 calcium fluorescence, ACh EC80. 360,000 compounds, 0.59% hits. AID 624040. inhibition, % at 3 µM. P08912;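 active = inhibition above a per-plate cutoff, the mean of that plate's test compounds plus 3 SD, cut at about 27% in these data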;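 also: 0% = acetylcholine EC80 with DMSO and 100% = DMSO without agonist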
# CHRM5 PAM: potentiates acetylcholine response at human M5 receptor | CHO-K1 hM5, Fluo-8 calcium, ACh EC20 PAM; 0% = ACh EC20, 100% = ACh EC100 | activation, % at 3 µM | 360,000 compounds, 0.3% hits | AID 624038;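 active = activation above the run cutoff, the mean activation of all test compounds plus 3 SD, cut at about 18% in these data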
#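 Measured by: Fluo-8 calcium fluorescence; material: human M5 receptor in CHO-K1 cells; schedule: Post-acetylcholine fluorescence recording 140 s; benchmarks: low control EC20 acetylcholine (0%), high control EC100 acetylcholine (100%); read-out: Max/basal fluorescence ratio as % of EC20–EC100 ACh window; compound: single dose, 3 µM nominal final test concentration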
# Numbers without * were called inactive; . = no result given; & = joins results of further samples.
Structure,M1 ag,M4 ag,M4 antag,TAAR1 ag,M5 ag,M1 PAM,CHRM1 antagonist,CHRM5 antagonist,CHRM5 PAM
COc1cc(S(=O)(=O)N2CCN(Cc3ccc4c(c3)OCO4)CC2)c(C)cc1C,-5.2,0.6,-13.9,-0.7,-0.2,0.0,-11.2,-3.4,-2.0
CCN1C(=O)[C@H]2[C@@H](c3ccc(C)cc3)N3C(=O)N(c4cccc(C)c4)C(=O)[C@@]3(Cc3ccccc3)[C@H]2C1=O,-2.9,0.2,-3.5,13.1,-0.6,7.7,-7.0,18.9,-6.9
CC1CCN(Cc2ccc(-c3nn[nH]n3)cc2)CC1,-5.9,0.5,-6.0,5.7,-2.8,3.4,-8.1,-5.4,3.8
CCOC(=O)C1CCCN(C(=S)NC2CCCC2)C1 (centres undefined),50.5*,2.8,-4.7,12.2,8.4,-19.1,3.4,-1.3,-7.4
CCCCn1c(N)c(N(CCOC)C(=O)CCNC(=O)c2ccccc2Cl)c(=O)[nH]c1=O,-1.6,1.3,5.6,-0.1,-0.8,13.3,-15.6,-1.2,4.6
O=C(CSc1nc2c(cnn2-c2ccccc2)c(=O)[nH]1)NCC1CCCO1 (centres undefined),-2.4,0.6,-9.1,2.2,0.2,2.0,-5.4,8.1,2.7
O=C(Cn1c(=O)c2c(ncn2Cc2ccccc2)n(Cc2ccccc2)c1=O)N1CCc2ccccc21,-5.5,1.2,-9.6,4.3,-0.8,5.6,-10.6,3.5,4.5
CC1=CC(C)(C)NC(=S)N1c1cccc(C)c1,-5.5&-2.1,1.1&1.8,-3.4&-8.9,4.0&0.8,-0.1&0.2,5.9&11.1,-16.9&-13.9,1.8&4.1,-1.4&0.7
COCc1cc(CN2CCCC(CNC(=O)c3ccc(F)cc3)C2)ccc1OC (centres undefined),-13.6,-0.1,5.8,6.0,-7.1,7.6,-0.9,-8.2,0.3
Cc1cc(N2CCC(N(C)C3CCCC3)CC2)nc2cc(O)ccc12,-9.3,1.4,-3.4,-0.3,0.2,2.2,-7.1,6.6,-2.2
CCOc1ccccc1NC(=O)CN(C)S(=O)(=O)c1ccc(OC)c(C)c1,-7.8,1.2,-11.7,1.0,-4.2,-1.5,-5.7,8.2,-7.4
O=C(CNC(=O)c1ccccc1)OCC(=O)N1N=C(c2ccc(Cl)cc2)CC1c1ccco1 (centres undefined),-7.4,0.8,-0.5,11.4,1.1,15.8,-8.5,-7.5,6.4
CCc1nc2ccccc2c(C(=O)OCC(=O)Nc2ccc(NC(C)=O)cc2)c1C,-3.5,10.9,-2.8,9.3,3.1,1.2,-4.3,15.7,-17.3
OC(CSc1ccccc1Cl)CN1CCN(c2ccc(F)cc2)CC1 (centres undefined),1.7,4.6,-3.3,12.3,-5.6,-10.6,19.3,-5.3,-18.0
O=C(C[n+]1cc(-c2ccc(Cl)c(Cl)c2)n2c1CCC2)c1cccs1,-7.9,0.6,-0.7,1.6,-20.6,-0.9,-5.6,17.1,-2.2
CCOc1ccc(NC(=O)C2CCCN(S(=O)(=O)c3c(C)nn(C)c3C)C2)cc1 (centres undefined),5.1,8.0,-18.9,1.5,-0.1,12.8,11.8,-6.5,-11.1
O=C(CSc1nc(COc2ccccc2)nc2ccccc12)NC1CCCC1,-4.8,0.7,-0.4,2.6,-0.6,1.6,0.8,-4.7,-1.2
CCCCCCSc1cccc(-c2nc3ccc(Cl)cn3c2NCCCC)c1,-4.8,2.1&1.2,-3.0&-8.4,10.1&2.0,-0.8&1.4,6.4,-3.9,10.8&-6.7,0.2&0.3
O=C(CNC(=O)c1ccccc1F)N/N=C/c1cc(Br)ccc1OC(=O)/C=C/c1ccco1,-3.0,2.8,-6.1,0.0,-1.0,-6.6,3.9,-0.9,-10.6
COc1cc(C2=CN(Cc3ccccc3)CCC2=O)cc(OC)c1OC,-1.0,2.6,4.3,3.5,0.5,7.4,-6.0,11.4,-9.1
O=C(CNCCC1=CCCCC1)Nc1ccccc1N1CCCCCC1,-6.6,-2.7,-11.4,1.8,-10.3,-3.2,3.3,1.9,-3.4
CCN(CC)C(=O)CSc1nnc(-c2cccnc2)n1CCc1ccccc1,-0.7,1.8,-14.3,9.3,1.2,15.0,-12.3,-4.0,1.2
COc1cccc2[nH]c3c(=O)[nH]cnc3c12,-3.3,0.5,-8.2,3.0,-1.7,10.5,-13.5,1.7,0.0
CNC(=O)NC(=O)Cn1nc2n(c1=O)-c1ccccc1SC2,-3.4,14.3,2.5,0.4,-3.3,-8.0,21.9,23.5,-22.2
COc1ccc(C2=Nc3ccccc3N(C(=O)c3cc(Cl)cc(Cl)c3)C2C(=O)NCc2ccccc2)cc1 (centres undefined),.,0.8,-7.7,0.1,1.3,.,.,-1.7,-3.0
COc1ccc(NC(=O)c2ccco2)cc1NC(=O)c1ccccc1[N+](=O)[O-],3.2,3.4,1.0,3.9,-1.8,18.0,-0.5,-5.8,6.0
CN(C(=O)C1CCC(=O)N(CCCN2CCCC2=O)C1)C(C1CC1)C1CC1 (centres undefined),-2.5,-0.7,-8.3,0.4,-2.1,6.3,-14.4,6.8,3.0
CCCc1nc2ccc(C)cn2c1Cc1ccccc1OC,-3.0,6.1,-4.8,2.3,-3.9,-3.8,-19.3,1.2,0.9
Cc1ccc(NC(=O)CN2C(=O)COc3ccc(S(=O)(=O)N4CCCC4)cc32)cc1C,-5.0,1.1,8.5,-0.2,-3.3,5.4,-10.0,16.9,-6.7
Cc1cc(NS(=O)(=O)c2ccc(NC(=O)CN3C(=O)NC(C)(c4ccccc4)C3=O)cc2)nc(C)n1 (centres undefined),-1.3,0.1,-2.9,1.8,-0.8,2.1,-1.6,0.4,-3.9
CC(NCc1ccc(S(N)(=O)=O)cc1)C(=O)Nc1ccc([N+](=O)[O-])cc1Cl (centres undefined),-7.0,2.6,-4.5,0.3,-3.4,6.4,-3.4,8.6,-1.4
Cc1cccc(C)c1OCCSc1nc2ccccc2n1CC(=O)O,-0.5,0.6,-1.6,-1.0,3.0,17.1,-24.5,-14.7,-0.4
CCN(CC)S(=O)(=O)c1cccc(-c2nn(-c3ccccc3)cc2/C=C(\C#N)C(=O)NCc2ccco2)c1,-5.6,-0.1,12.1,-0.5,-0.5,6.3,-4.2,1.2,-1.4
Cc1ccc(S(=O)(=O)N2CCCCC2)cc1C(=O)N(C)CCOc1ccccc1,-0.3,5.5,-2.4,0.8,-0.1,6.0,-10.0,13.0,-6.3
CC(CCCCCCCCC(=O)O)N(CCO)C(=O)OC(C)(C)C (centres undefined),-2.6,1.0,25.8,-0.4,-0.3,6.9,-6.3,12.2,1.0
CCCCOc1ccccc1C1NC(=O)CCC1[N+](=O)[O-] (centres undefined),0.7,-0.2,-11.2,3.8,-0.4,15.8,-3.8,5.0,7.8
Cc1noc(NC(=O)c2ccccc2Cl)c1C#N,-3.3,-0.2,5.8,13.6,-3.0,5.0,-7.0,8.1,-0.9
CCOC(=O)c1nn(-c2ccccc2)c(C#N)c1N,-8.1,0.4,-3.9,6.2,-2.9,6.2,-2.6,-1.9,2.4
CCN1CCN(CCc2nc3cc(NC(=O)COc4ccccc4)ccc3n2C)CC1,-4.5,-0.1,6.5,1.8,-6.3,2.0,-3.8,-1.1,5.4
C/C=C(\C)C(=O)NNC(=O)c1sc(-c2ccccc2)nc1C,-0.4,0.9,-9.7,-0.5,3.2,7.6,-12.3,-5.2,8.7
COc1ccccc1/C=N/NC(=O)Cn1cnc([N+](=O)[O-])n1,-2.3,1.2,-3.5,4.3,-3.1,6.6,-6.4,15.0,-6.8
COc1ccc(-c2cc(O)cc(O)c2)cc1,2.4,3.7,4.2,3.8,2.5,8.6,-10.5,-2.1,-2.2
Cc1c(C=O)c(C=O)c(C)n1Cc1ccccc1,-2.8,0.7,7.3,-0.4,-5.1,-0.1,-15.6,-6.0,6.8
CC(C)(C)c1ccc(C(=O)CSc2ncn[nH]2)cc1,-6.1,2.4,17.9,10.8,0.3,-3.6,10.1,1.2,5.1
Cc1cccc(Nc2nc(NCC3CCCO3)nc(N)c2[N+](=O)[O-])c1 (centres undefined),-0.4,2.2,15.1,2.4,-1.6,-7.1,8.7,16.4,6.7
O=C(OCC(=O)N1CCc2ccccc21)c1ccc(Br)o1,-8.0,0.0,4.1,0.7,-3.4,2.5,-3.6,13.6,-2.9
Cc1sc2nc(C)n(/N=C/N(C)C)c(=O)c2c1C,-2.8,0.2,1.6,-3.7,-2.1,10.0,-19.0,4.7,5.0
CN(CCOc1ccccc1)C(=O)c1cc([N+](=O)[O-])ccc1N1CCOCC1,-3.3,2.8,-3.6,3.0,2.4,2.3,-1.3,5.8,2.6
O=C(OCc1ccccc1)N1CCC2CC1c1c(-c3ccc(C(F)(F)F)cc3)cccc12 (centres undefined),-0.7,0.6,-17.7,0.1,0.4,3.7,-6.6,-6.5,1.1
Cc1ccc(S(=O)(=O)Oc2ccc(/C=C3/N=C(c4ccccc4)OC3=O)cc2)cc1,-4.7,0.7,6.6,-0.3,-1.9,2.6,-6.2,-0.1,1.8
COc1ccc(S(=O)(=O)N2CCC(C(=O)NCCC(=O)NCc3cccc(OC)c3)CC2)cc1,-2.6,-0.6,8.1,3.4,-2.2,1.7,-2.0,4.6,-1.7
COc1ccc(NC(=O)c2cnc3ccccn3c2=O)c(OC)c1,-2.3,-0.1,-3.1,1.1,2.5,4.0,-2.6,0.1,-2.1
O=S(=O)(c1ccsc1)N1CC=C(c2ccccc2)CC1,-3.9,1.9,-3.6,1.6,-3.6,6.9,-7.7,1.0,-2.9
CC(CN1C(C)CCCC1C)OC(=O)c1ccc(F)cc1 (centres undefined),-8.4,0.0,-2.5,1.3,-4.6,1.3,-1.8,1.2,-3.0
CCOc1ccc(S(=O)(=O)N2CCC(C(=O)Nc3cc(S(C)(=O)=O)ccc3Cl)CC2)cc1,3.9,12.1,-13.4,14.4,6.5,4.2,1.6,6.2,-20.2
COc1ccc(C(=O)Nc2ccnn2C2CCN(Cc3cnn(C)c3)CC2)cc1,-3.6,1.6,-13.3,2.4,-6.2,14.8,-15.6,4.5,-0.9
O=C(OCc1cn([C@@H]2CN(CC3CCCCC3)[C@@H](c3ccc(Cl)cc3)C[C@H]2O)nn1)c1ccccc1,-0.3,0.2,-2.1,1.8,0.4,-0.2,-8.3,-3.5,3.6

# This is a subset; rates above refer to the full screens.
